Bioassay records: PubChem, several laboratories
NR1D1 modulator – modulators of Rev-erb alpha DNA binding, primary screen, biochemical, FITC-DNA, fluorescence polarization, uHTS; 370,000 compounds, 0.79% hits; activity, % at 10 µM; AID 1259318, 2017; Rev-erbα–FITC-DNA binding, 90 min; Nuclear receptor subfamily 1 group D member 1 (Homo sapiens), P20393;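 active = activity above about 14%, limit read from the data; passing the limit was not always enough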;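 note: 0% = DMSO wells with 35 nM protein and 100% = DMSO wells with 750 nM protein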
UHRF1 binding – UHRF1 methylated DNA binding inhibitors, primary screen, counter-screen for MBD2 inhibitor project, biochemical, TR-FRET, human UHRF1, single concentration | E3 ubiquitin-protein ligase UHRF1 (Homo sapiens), Q96T88 | UHRF1 binding to methylated oligo | inhibition, % at 4.4 µM | 370,000 compounds, 0.75% hits; in the data active = inhibition above about 21%;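 note: UHRF1 SRA domain binding a hemimethylated CpG hairpin DNA probe; 0% = median of test compound wells and 100% = reference inhibitor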
Target sequence (Q96T88 whole entry, looked up, the tested form may be a part): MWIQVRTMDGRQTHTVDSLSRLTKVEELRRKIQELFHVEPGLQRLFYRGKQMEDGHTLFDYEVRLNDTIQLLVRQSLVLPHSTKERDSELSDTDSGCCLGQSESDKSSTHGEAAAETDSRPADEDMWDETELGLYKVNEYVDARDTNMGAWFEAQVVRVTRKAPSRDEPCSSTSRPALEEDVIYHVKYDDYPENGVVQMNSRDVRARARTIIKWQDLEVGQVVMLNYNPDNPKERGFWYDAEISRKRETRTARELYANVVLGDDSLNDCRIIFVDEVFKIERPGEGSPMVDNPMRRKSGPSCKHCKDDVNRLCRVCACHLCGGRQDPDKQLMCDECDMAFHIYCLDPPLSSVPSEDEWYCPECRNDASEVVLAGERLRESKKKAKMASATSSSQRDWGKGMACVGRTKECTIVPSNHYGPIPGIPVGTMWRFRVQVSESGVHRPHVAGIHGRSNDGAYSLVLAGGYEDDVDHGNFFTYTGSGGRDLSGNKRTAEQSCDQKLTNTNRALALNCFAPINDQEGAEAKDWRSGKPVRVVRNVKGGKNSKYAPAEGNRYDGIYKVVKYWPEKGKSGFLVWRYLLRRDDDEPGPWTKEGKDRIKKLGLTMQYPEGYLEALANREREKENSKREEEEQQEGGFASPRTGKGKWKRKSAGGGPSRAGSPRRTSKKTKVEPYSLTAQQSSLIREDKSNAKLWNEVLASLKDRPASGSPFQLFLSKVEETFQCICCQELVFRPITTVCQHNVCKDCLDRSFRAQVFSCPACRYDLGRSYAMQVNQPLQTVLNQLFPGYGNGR
mABHD4 FP – ABHD4 inhibitors, primary screen, biochemical, fluorescence polarization, mouse; AID 720543, 2013; inhibition, % at 8.92 µM; purified mABHD4, FP-Rh probe fluorescence polarization; (Lyso)-N-acylphosphatidylethanolamine lipase (Mus musculus), Q8VD66; 370,000 compounds, 0.54% hits;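 active = inhibition exceeding the mean over every tested compound plus 3 SD, cut at about 30% in these data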;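 note: 0% = plate median of compound wells and 100% = S159A mutant with DMSO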
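Assay system: Wild-type mouse ABHD4 protein | Medium: HEPES pH 7.0 buffer, 150 mM NaCl, 0.01% Pluronic F-127 | Incubation: Enzyme–compound pre-incubation 45 min, then probe 60 min, both 25 °C | Technique: Fluorescence polarization with parallel and perpendicular emission, 525/598 nm | Evaluation: % inhibition of FP-Rh probe binding versus controls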
rCAG RNA binder – binders of r(CAG) RNA repeats, primary screen, biochemical, fluorescence; r(CAG) RNA repeat, TO-PRO-1 dye displacement fluorescence; inhibition, % at 3 µM; 370,000 compounds, 1.3% hits; AID 651821, 2012;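 active = inhibition above the plate cutoff, the mean of all test compounds on that plate plus 3 SD, cut at about 35% in these data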;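 note: 0% = DMSO alone and 100% = 100 µM mitoxantrone as full dye displacement; higher means more dye released from RNA so lower well fluorescence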
PG9 binder – binders of HIV-1 gp120 antibody PG9, primary screen, biochemical, TR-FRET. HIV-1 gp120 / PG9 antibody interaction. TR-FRET gp120-PG9 antibody binding. inhibition, % at 6.7 µM. 360,000 compounds, 0.43% hits; in the data active = inhibition above about 8.5%
MBD2 inh – inhibitors of MBD2 binding to methylated DNA, primary screen, biochemical, TR-FRET, DNA-binding domain, human. AID 686964, 2013. Methyl-CpG-binding domain protein 2 (Homo sapiens), Q9UBB5. 370,000 compounds, 0.31% hits. inhibition, % at 4.4 µM. MBD2 binding to methylated oligonucleotide; in the data active = inhibition above about 13%
TCR CD3 inh – inhibitors of human TCR-CD3 interaction, primary screen, biochemical, fluorescence, TAMRA-labeled TCR probe. 360,000 compounds, 0.37% hits. AID 651800, 2012. inhibition, % at 9.4 µM; in the data active = inhibition above about 19%;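 note: recombinant mutant TCR 2C K166C tagged with TAMRA read by polarization; 0% = receptor in buffer alone and 100% = receptor with positive control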
LEDGF integ inh – blockers of LEDGF/p75-dependent integrase strand transfer – biochemical, TR-FRET, high throughput, primary screen; 370,000 compounds, 0.64% hits; TR-FRET IN-LEDGF/p75 DNA integration, Eu/Cy5; AID 743269, 2014; inhibition, % at 3.7 µM; HIV-1 integrase (with human LEDGF/p75);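 active = inhibition above the screen-wide mean plus 3 SD, cut at about 13% in these data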;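 note: signal is the Cy5 over europium emission ratio at 671 and 618 nm; 0% = plate median of compound wells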
PRMT1 inh – PRMT1 methyltransferase inhibitors, primary screen, biochemical, fluorescence polarization; Protein arginine N-methyltransferase 1 (Homo sapiens), Q99873; recombinant PRMT1, activity-based probe fluorescence polarization; inhibition, % at 2.79 µM; 370,000 compounds, 1.3% hits;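 active = inhibition above about 21% made by adding two undisclosed values, limit read from the data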
HTRA1 inhibitor – HTRA1 serine protease inhibitors, primary screen, biochemical, fluorescence polarization, HTS | Q92743 | inhibition, % at 5.96 µM | 340,000 compounds, 0.5% hits | AID 504803, 2011 | recombinant HTRA1, FP-rhodamine activity-based probe; in the data active = inhibition above about 36%;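 note: 0% = enzyme with DMSO and 100% = wells lacking enzyme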
Active calls of the source: *; nt = no result given. A portion of the library; the hit share may differ from the screen's.

SMILES	NR1D1 modulator	UHRF1 binding	mABHD4 FP	rCAG RNA binder	PG9 binder	MBD2 inh	TCR CD3 inh	LEDGF integ inh	PRMT1 inh	HTRA1 inhibitor
Cc1cc(NC(=O)Nc2ccc(Cl)c(Cl)c2)n(-c2ccccc2)n1	1	-1	-15	4	-1.5	0	-10	1	0	-18
Cc1ccc(S(=O)(=O)N(CC(O)CN2CCOCC2)c2cccc([N+](=O)[O-])c2)cc1 (stereo unspecified)	-1	0	6	-3	-1.2	2	-4	-5	0	8
O=C(c1ccc(F)cc1)c1ccc(CN2C(=O)c3ccccc3C2=O)o1	7	0	-5	-2	0.1	-4	4	-3	0	-10
CCCCCCCCN1C(=O)[C@H](CC(=O)NCCC(C)C)C[C@@]2(C(=O)OC)CC(C)(C)CC=C12	7	-3	-1	-1	-0.9	-5	8	2	-4	nt
COc1ccc(NS(=O)(=O)c2cc(C(=O)O)ccc2C)cc1	-11	2	-8	2	-0.8	0	0	2	0	0
CCn1c(CCNC(=O)c2cccs2)nnc1SCC(=O)NC1CCCCC1	3	6	-2	-5	-0.8	2	4	-4	1	8
Oc1ccc(/C=C/c2nc(-c3ccccc3O)n(-c3ccccc3)n2)cc1	9	-1	-26	19	-1.6	-7	46*	2	-1	-10
O=C(NCc1ccccc1)N1CCC(CO)(CCc2ccccc2)CC1	-4	2	-10	-7	-0.4	-5	6	4	-7	-3
CCc1ccc(-c2cc(C)no2)cc1S(=O)(=O)Nc1ccccn1	-4	1	3	5	-2.4	3	-3	-4	2	-2
Cc1cccc(C)c1OCC(=O)Nc1cccc(S(=O)(=O)N2CCCC2)c1	6	2	-15	-2	-0.2	5	-3	1	4	-9
c1ccc(N2CCN(Cc3ccnc4ccccc34)CC2)cc1	7	-4	4	5	-4.8	-9	1	4	1	14
COc1cccc(NS(=O)(=O)c2ccc3c(c2)NC(=O)C(C)S3)c1 (stereo unspecified)	1	-2	11	4	-1.3	-1	-1	0	1	-6
CCC(c1nnc(SCC(=O)Nc2nnc(-c3ccccc3)o2)n1Cc1ccccc1)N(C)C (stereo unspecified)	4	-2	5	9	0.4	1	11	1	-1	1
COc1ccc(-c2cc(C(F)(F)F)nc(SCC(=O)N3CCOCC3)n2)cc1OC	-3	-1	-4	-8	-0.6	0	1	-1	2	5
COc1cccc(C2CC(c3ccccc3Cl)Nc3ncnn32)c1 (stereo unspecified)	1	-3	2	-5	1.5	2	-2	1	-3	3
COc1ccc(-c2nc(-c3cccnc3)no2)cc1	1	-8	-9	-3	-0.9	-6	4	1	-3	-7
COc1cc(-c2csc(CCn3nc(C)cc3C)n2)cc(OC)c1OC	0	-2	-8	0	0.8	2	3	7	2	6
CC1(C)CC(CNCCC(c2ccc(F)cc2)c2ccco2)CCO1 (stereo unspecified)	-4	0	2	-6	0.0	0	-3	-6	-3	-7
CC(C)(C)C(=O)Nc1cc2c3c(c1)CCN3C(=O)CC2	2	3	0	-2	-0.9	5	-2	-5	2	6
Cn1cc(CN2CCC(n3nccc3NC(=O)CCCc3ccccc3)CC2)cn1	0	-2	-5	-3	0.7	-2	2	2	-5	-1
O=C(COc1ccc([N+](=O)[O-])cc1)N(Cc1cccs1)C1CCS(=O)(=O)C1 (stereo unspecified)	-4	2	-4	10	-2.6	0	-7	-5	7	4
CCOc1cccc(-c2nnc3sc(C4CCCCC4)nn23)c1	1	-2	-17	-5	-3.4	7	1	1	1	-26
O=C(CC1C(=O)NCCN1CC1CCCCC1)NCc1ccc(F)cc1F (stereo unspecified)	0	1	-3	-6	-0.4	0	4	1	-1	3
COc1ccccc1-c1nnc(NC(=O)c2ccc(S(=O)(=O)N(C)C)cc2)o1	0	-3	-4	16	-1.9	-5	-3	-2	0	2
Cc1ccc2nc(SCC(=O)N3CCN(C(=O)c4ccco4)CC3)[nH]c2c1	-2	1	7	-2	0.9	5	3	1	-3	1
CCC(C)NC(=O)Cn1cccc1C(=O)c1ccccc1 (stereo unspecified)	3	12	11	0	0.5	4	3	3	2	2
CCOC(=O)c1cc2c(nc1N)CC(C)(C)OC2	5	0	2	-2	0.5	2	3	-2	-4	6
C[C@@H]1CN(C(=O)c2nc3ccc(Cl)cn3c2CN2CCc3sccc3C2)C[C@H](C)O1	5	-1	8	-6	-0.3	6	6	0	2	7
N#CCOC(=O)c1c2c(nc3ccccc13)CCC2	2	-3	-1	2	-1.9	-2	5	2	-2	8
O=C1/C(=C/c2cccs2)N=C(c2cccs2)N1Nc1ccccc1	8	0	-24	9	-0.3	1	-6	2	2	-31
OC(c1ccc(Cl)c(F)c1)c1ncc(-c2ccccc2F)[nH]1 (stereo unspecified)	-7	1	-10	1	-1.7	-5	7	2	2	nt
CC(C)c1ccc(C(C(=O)NC2CCCCC2)N(C(=O)c2csnn2)C2CC2)cc1 (stereo unspecified)	-1	9	-8	-3	1.0	0	2	5	-1	-4
COc1ccc(S(=O)(=O)Nc2ccc(S(=O)(=O)Nc3nccs3)cc2)cc1	-4	0	3	4	1.5	2	-2	-1	2	4
O=C(Nc1ccccc1F)c1ccc(-n2cncn2)nc1	8	1	0	-1	0.3	-3	1	-1	-1	-2
CCN(CC)C(=O)CC[C@H]1CC[C@]2(CCCN(Cc3nccs3)C2)O1	-4	1	-2	3	nt	7	nt	3	0	nt
COc1ccc(CCCNC(=O)CC#N)cc1OC	4	0	4	-3	-1.2	1	3	0	-2	2
COc1ccc(/C=C/C(=O)NC(=S)NCc2ccccc2)cc1OC	-3	7	2	1	0.0	-1	-1	-2	1	-1
O=C(NCc1cccs1)c1ccccc1	6	-1	2	2	-0.6	-2	9	-2	-1	0
COc1ccc(NC(=O)COc2ccc(-n3cnnn3)cc2)cc1OC	4	3	-2	1	-2.5	5	0	4	0	9
Cn1c(SCC(=O)NC(C)(C)C)nnc1-c1cccc(NC(=O)c2ccccc2F)c1	2	1	7	-1	-1.8	0	1	3	-1	0

Brought forward from above: two entries, then new ones.
SMILES	NR1D1 modulator	UHRF1 binding	mABHD4 FP	rCAG RNA binder	PG9 binder	MBD2 inh	TCR CD3 inh	LEDGF integ inh	PRMT1 inh	HTRA1 inhibitor
COc1ccc(NC(=O)COc2ccc(-n3cnnn3)cc2)cc1OC	4	3	-2	1	-2.5	5	0	4	0	9
Cn1c(SCC(=O)NC(C)(C)C)nnc1-c1cccc(NC(=O)c2ccccc2F)c1	2	1	7	-1	-1.8	0	1	3	-1	0
CCOc1ccccc1C(=O)NCC(=O)OCC(=O)c1ccc2c(c1)OCCO2	19	1	-10	-3	-0.6	-2	-1	-1	-1	-7
CC(=O)N1CCC(C(=O)NC2CC(C)(C)Cc3c2cnn3-c2ccc(F)cc2)CC1 (stereo unspecified)	-2	-2	5	-7	-2.9	0	7	1	0	3
N#CC(C(=O)C12CC3CC(CC(C3)C1)C2)c1nc2ccccc2[nH]1 (stereo unspecified)	3	1	6	8	1.0	3	6	0	1	-2
Cc1cc(NS(=O)(=O)c2ccc(NC(=O)CSc3nc4sc(C(=O)O)c(C)c4c(=O)[nH]3)cc2)no1	-7	4	-3	6	-1.6	1	-1	6	1	2
O=C(CC(=O)Nc1ccc(Cl)c(Cl)c1)N/N=C/c1ccc(O)cc1	4	-3	-29	18	-2.1	-2	-1	5	-2	-36
O=C(Nn1c(O)c(C=C2N=c3ccccc3=N2)sc1=S)c1cccc(Cl)c1	6	-15	-2	73*	-1.5	-9	7	-3	39*	-12
COc1ccc(Br)cc1C(=O)Nc1cccc(-c2nnc(-c3ccco3)o2)c1	6	0	4	1	-1.4	6	2	-2	0	2
CCOC(=O)Cc1nnc(NC(=O)CSc2ncc(-c3ccccc3)nn2)s1	3	1	1	11	1.4	1	-4	-2	5	-2
CSc1cccc(NC(=O)C2CC(=O)N(c3ccc4c(c3)OCCO4)C2)c1 (stereo unspecified)	5	1	0	2	-1.7	2	-3	-3	2	5
CCN(CC)C(=O)c1[nH]cnc1C(=O)NCc1ccccc1	-1	-2	4	-3	0.7	2	-5	-1	1	-1
CCOC(=O)c1cc(C)nn1-c1nc(Cl)cc(OC)n1	-1	-4	1	-3	-1.4	3	1	1	1	4
O=c1[nH]c(CN(CCc2ccccc2)S(=O)(=O)c2ccc(Cl)cc2)nc2ccccc12	-1	2	0	1	0.6	1	1	-2	1	-9
COC(=O)[C@H](CC(C)C)N(Cc1cn(Cc2ccc(C)cc2)nn1)S(=O)(=O)c1ccccc1Br	-6	19	-1	2	nt	18*	nt	2	2	nt
Cn1c(=O)c2c(nc(NCc3ccco3)n2CC(O)COc2ccccc2)n(C)c1=O (stereo unspecified)	-4	0	-3	-7	0.6	1	-6	0	0	-3
CN(C)C(C)(C)C#CCC(c1ccccc1)c1ccccc1	-3	0	2	-1	-1.5	-2	5	0	1	-5
CC(=O)c1cccc(-n2nnnc2SCC(=O)NNC(=O)C2CCCCC2)c1	5	0	1	0	-1.2	1	8	-1	3	-2
O=C1CCCC/C1=C/Nc1ccc(C(=O)O)cc1	-2	2	6	-3	-0.2	6	0	-2	4	-1
O=C(CCCl)NC1CCCCN(Cc2ccc(OC(F)(F)F)cc2)C1=O (stereo unspecified)	-6	1	-3	-3	nt	1	nt	5	-5	nt
CC(OC(=O)c1cccnc1Cl)C(=O)Nc1ccc(S(N)(=O)=O)cc1 (stereo unspecified)	-1	1	2	-4	-1.9	-1	4	2	0	7
Cc1nc(NC(=O)CCC(=O)O)sc1C(=O)N(C)C	6	5	-5	2	0.5	6	-7	-3	1	1
O=C(c1cc(Cl)ccc1Cl)N1CCN(Cc2ccccc2)CC1	3	4	3	0	0.8	0	2	-4	2	-2
CCc1ccc(/C=C2\Oc3c(ccc(O)c3CN3CCN(CCO)CC3)C2=O)cc1	-2	-4	-4	-9	-1.7	-7	2	-2	0	9
COc1cc(CN2CCCCC2)ccc1OCc1ccccc1	1	2	9	-5	-0.8	2	-8	-2	7	1
CCC(=O)n1nc(-c2cccnc2)nc1NCc1cccs1	-8	-1	0	-2	-1.6	-1	-2	-2	1	-4
Cc1ccc(S(=O)(=O)N2CCC(C(=O)NN3CCCCC3)CC2)cc1	6	-1	2	0	-2.1	-2	1	3	1	-6
CN1CCN(S(=O)(=O)c2ccc(N)cc2)CC1	-11	-1	0	2	-1.1	-2	7	-4	1	5
COc1ccc(NC(=O)c2ccccc2NC(=O)COc2ccccc2)cc1	-7	1	11	2	0.7	-2	7	2	0	3
